PLCb3 inh: human PLC-beta3 inhibitors, primary screen, biochemical, fluorescence; 1-phosphatidylinositol 4,5-bisphosphate phosphodiesterase beta-3 (Homo sapiens), Q01970; Purified PLC-beta3, fluorogenic substrate; inhibition, % at 12.2 µM; 0.18% of 370,000 active; in the data active means inhibition above about 11%;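 further: 0% = median of compound wells on plate and 100% = full blocker control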
NR1D1 modulator: modulators of Rev-erb alpha DNA binding, primary screen, biochemical, FITC-DNA, fluorescence polarization, uHTS; AID 1259318, 2017; activity, % at 10 µM; Rev-erbα–FITC-DNA binding, 90 min; 0.79% of 370,000 active;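 active means activity above about 14%, limit read from the data; passing the limit was not always enough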;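 further: 0% = DMSO wells with 35 nM protein and 100% = DMSO wells with 750 nM protein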
Target sequence (P20393 whole entry, looked up): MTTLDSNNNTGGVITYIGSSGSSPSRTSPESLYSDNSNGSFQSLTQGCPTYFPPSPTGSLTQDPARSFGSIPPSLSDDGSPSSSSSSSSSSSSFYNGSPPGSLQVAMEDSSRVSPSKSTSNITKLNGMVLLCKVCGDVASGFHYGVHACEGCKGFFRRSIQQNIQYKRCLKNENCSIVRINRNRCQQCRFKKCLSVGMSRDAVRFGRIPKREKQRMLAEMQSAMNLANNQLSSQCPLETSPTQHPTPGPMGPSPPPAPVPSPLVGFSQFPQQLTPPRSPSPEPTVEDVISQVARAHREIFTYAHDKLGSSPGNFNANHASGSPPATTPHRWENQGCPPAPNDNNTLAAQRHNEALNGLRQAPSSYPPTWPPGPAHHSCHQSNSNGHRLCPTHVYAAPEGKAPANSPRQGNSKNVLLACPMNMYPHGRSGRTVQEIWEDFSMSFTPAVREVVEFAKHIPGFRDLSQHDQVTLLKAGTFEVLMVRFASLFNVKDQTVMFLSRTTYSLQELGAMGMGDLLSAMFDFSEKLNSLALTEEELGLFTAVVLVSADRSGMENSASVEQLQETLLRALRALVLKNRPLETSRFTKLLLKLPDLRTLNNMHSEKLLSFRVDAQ
HGIII-sPLA2 inh: human group III sPLA2 inhibitors, primary screen, biochemical, QFRET, BODIPY PC-A2 liposome substrate; QFRET BODIPY PC-A2 liposome hydrolysis, fluorescence; inhibition, % at 12.2 µM; 0.56% of 370,000 active;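 active means inhibition above mean plus 3 SD of compounds lying within the high and low control bounds, cut at about 19% in these data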;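 further: 0% = median of test compound wells and 100% = no enzyme DMSO wells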
PLCg1 inh: PLC-gamma1 enzyme inhibitors, primary screen, biochemical, fluorescence, purified enzyme | 1-phosphatidylinositol 4,5-bisphosphate phosphodiesterase gamma-1 (Homo sapiens), P19174 | fluorogenic substrate | inhibition, % at 12.2 µM | 0.84% of 370,000 active; in the data active means inhibition above about 9.5%
Tn7 DDE FP: inhibitors of Tn7 peptide binding to fibrin DD(E), primary screen, biochemical, fluorescence polarization, human fibrin, Tn7 probe; FP displacement of FITC-Tn7 peptide from fibrin DD(E); 0% = median of compound wells per plate; inhibition, % at 8.3 µM; 0.13% of 370,000 active; AID 720508, 2013;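 active means inhibition above the mean of compounds falling within the control limits plus 3 SD of them, cut at about 14% in these data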;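 further: 0% = plate median of compound wells and 100% = 10 µM Aha-Tn7 peptide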
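Test system – human fibrin DD(E) · Times – 10 min preincubation, 3 h with tracer, room temperature · Detection – fluorescence polarization of the labelled Tn7 tracer · Measure – percent inhibition normalized to high-control wells · Benchmarks – high control wells with 10 µM unlabelled Aha-Tn7 peptide (full inhibition) · Repeats – singlicate testing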
DDE Tn6 FP inh: inhibitors of Tn6 peptide binding to fibrin DD(E), primary screen, biochemical, fluorescence polarization, human fibrin, Tn6 probe | Fibrinogen beta chain (Homo sapiens), P02675 | Fibrin DD(E) TRITC-Tn6 fluorescence polarization displacement | inhibition, % at 8.3 µM | 0.21% of 370,000 active | AID 720509, 2013;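 active means inhibition above a per-campaign cutoff: mean of compounds within control limits plus 3 SD, cut at about 15% in these data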;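 further: 0% = median of all compound wells on the plate and 100% = blocking peptide control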
ASAP1 inh: inhibitors of human ASAP1 ArfGAP activity, primary screen, biochemical, fluorescence polarization. 0.19% of 360,000 active. inhibition, % at 16.5 µM. ASAP1-stimulated ARF1 GTP hydrolysis, GDP FP detection. AID 624377, 2012; in the data active means inhibition above about 25%;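 further: 0% = vehicle with enzyme and substrate and 100% = no enzyme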
UHRF1 binding: UHRF1 methylated DNA binding inhibitors, primary screen, counter-screen for MBD2 inhibitor project, biochemical, TR-FRET, human UHRF1, single concentration. 0.75% of 370,000 active. AID 687016, 2013. UHRF1 binding to methylated oligo. inhibition, % at 4.4 µM; in the data active means inhibition above about 21%;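 further: UHRF1 SRA domain binding a hemimethylated CpG hairpin DNA probe; 0% = median of test compound wells and 100% = reference inhibitor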
proKLK7 act: proKLK7 zymogen activators, primary screen, biochemical, fluorescence intensity | Kallikrein-7 (Homo sapiens), P49862 | purified proKLK7, EDANS-DABCYL substrate fluorescence; 100% is mature enzyme control, 0% vehicle | activation, % at 7 µM | 0.9% of 370,000 active | AID 652039, 2013;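 active means activation above the mean of all tested compounds plus 3 SD, computed per campaign excluding outliers beyond control limits, cut at about 13% in these data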
Target sequence (P49862 whole entry, looked up): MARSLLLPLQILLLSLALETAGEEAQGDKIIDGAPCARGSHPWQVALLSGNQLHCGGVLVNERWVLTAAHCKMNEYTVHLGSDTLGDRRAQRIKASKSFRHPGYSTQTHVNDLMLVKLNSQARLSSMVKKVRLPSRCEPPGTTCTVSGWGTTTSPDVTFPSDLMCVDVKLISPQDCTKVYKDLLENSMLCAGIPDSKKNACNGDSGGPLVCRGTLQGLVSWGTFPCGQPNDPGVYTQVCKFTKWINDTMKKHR
ARFGAP1 inhibitor: inhibitors of rat ARFGAP1 GAP activity, primary screen, biochemical, fluorescence polarization, GDP tracer. ADP-ribosylation factor GTPase-activating protein 1 (Rattus norvegicus), Q62848. Arfgap1-stimulated ARF1 GTP hydrolysis, GDP FP detection. inhibition, % at 16.5 µM. 0.26% of 360,000 active;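 active means inhibition above a per-plate limit, mean inhibition of low control wells plus 3 SD, cut at about 25% in these data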;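 further: 0% = DMSO wells with enzyme and 100% = wells lacking Arfgap1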
Target sequence (Q62848 1-136 limits assumed): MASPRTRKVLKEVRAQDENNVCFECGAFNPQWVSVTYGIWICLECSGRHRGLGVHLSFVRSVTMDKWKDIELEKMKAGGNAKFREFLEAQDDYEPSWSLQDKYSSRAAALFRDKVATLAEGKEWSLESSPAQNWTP
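Material: truncated rat Arfgap1 GAP domain; Incubation: compound-enzyme preincubation 20 min, reaction 120 min, detection 60 min, 25 °C; Read-out: percent inhibition of Arfgap1-stimulated GTP hydrolysis; Technique: FP, GDP Alexa 633 tracer displaced from anti-GDP antibody, 620/688 nm; Controls: No-Arfgap1 wells (100%) versus DMSO full-reaction wells (0%); Replication: single well per compound.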
The depositor's hits bear a star; . = no result given.

Structure,HGIII-sPLA2 inh,UHRF1 binding,ASAP1 inh,Tn7 DDE FP,proKLK7 act,PLCg1 inh,PLCb3 inh,ARFGAP1 inhibitor,NR1D1 modulator,DDE Tn6 FP inh
CN(CC(=O)N1CCc2ccccc2C1)S(=O)(=O)c1ccc2c(c1)c(=O)n(C)c(=O)n2C,8,0,-5,2,0.5,-2,-1,-6,-3,-6
O=C(Nc1ccc(S(=O)(=O)N2CCCCC2)cc1)C1CCN(C(=O)c2ccco2)CC1,-11,1,10,-6,-0.1,2,-1,-5,-4,-1
C/C(=C\c1ccccc1)CN1CCN(c2cccc(Cl)c2)CC1,1,1,-2,2,0.7,-4,2,-3,1,10
Cc1noc(NS(=O)(=O)c2ccc(N3C(=O)c4ccccc4C3=O)cc2)c1C,9,2,9,7,0.1,3,-1,-2,-3,9
CCc1ccccc1NC(=O)CSc1nc2cc(C(=O)NCC3CCCO3)ccc2c(=O)n1CC1CCCO1 (stereo not given),8,8,3,4,-0.5,4,-4,-2,2,-8
Cc1ccc(CNC(=O)c2cc(=O)c3cc(C)ccc3o2)cc1,-1,-2,7,5,0.1,2,-4,3,-6,0
Cn1c2ccc(F)cc2c2nnc(SCCN3CCCCC3)nc21,-8,-5,2,-4,0.1,3,-6,8,-1,0
CCN(CC)S(=O)(=O)c1ccc(N2CCOCC2)c(NC(=O)Cc2cccc3ccccc23)c1,-4,-2,-6,7,-0.4,-3,-1,-5,10,-8
CC(C)CNC(=S)N1CCN(c2nc3ccccc3s2)CC1,7,3,1,-4,-0.2,3,6,13,0,-4
COc1ccc(CNC(=O)CN2CCN(c3cccc(C)c3C)CC2)cc1,3,1,10,-2,0.6,2,-3,8,0,-1
COc1cccc(/C=N/n2c(C3CCCCC3)n[nH]c2=S)c1,11,2,-5,4,-0.3,-2,-7,0,1,8
O=C(Nc1ccc(Br)cc1)c1ccc(F)c(S(=O)(=O)NCc2cccs2)c1,-14,5,12,-8,0.1,3,5,9,1,-18
CC(=O)c1c(O)ccc2c(-c3ccccc3)cc(=O)oc12,-3,1,-15,2,5.5,-300,-347,-12,0,0
O=C(Nc1cccc2ccccc12)c1ccc(Br)o1,1,0,8,-1,-1.3,4,-5,7,6,1
CCc1nnc(NC(=O)CSc2nccn2-c2cccc(C)c2C)s1,-2,0,-3,-4,-0.4,3,5,-11,6,-6
CCCNC(=O)CSc1nnc(C)s1,0,1,-6,-1,-0.2,0,2,-9,-5,4
CCCN(CC(=O)Nc1ccc(Cl)cc1Cl)C(=O)c1ccc(=O)[nH]c1,0,-3,4,-1,0.1,0,-3,1,-4,7
CN1C(=O)C(C)(C)c2cc(S(=O)(=O)NCc3ccc(C(=O)NCc4ccco4)cc3)ccc21,-4,-1,-1,-2,0.3,0,3,10,-6,-2
CCOc1ccc2nc(NCCO)[nH]c2c1,6,-2,16,-6,-0.2,-1,0,-8,-4,-4
Cc1cc(NC(=O)COC(=O)CCC(=O)c2ccc(F)cc2)no1,1,3,5,-3,-0.6,5,4,6,1,0
COc1ccc2nnc(-c3ccc(C(F)(F)F)cc3)n2n1,4,-4,2,-7,0.5,-4,-14,7,-1,4
Cc1ccccc1-c1noc(-c2ccc(Cl)cc2)n1,7,0,4,6,-0.4,6,4,-1,-7,-3
O=C(Nc1ccc(F)cc1)c1ccc2nc[nH]c2c1,2,3,6,1,-0.4,0,1,0,-1,0
CCOC(=O)C1=C(C)N(C)C(C)=C(C(=O)OCC)C1c1cccnc1,-2,-1,5,3,-0.1,-11,-11,2,-4,-1
CC(C)c1ccc(NC(=O)N2CCOCC2)cc1,4,3,4,1,-0.5,-3,-6,-5,10,-1
O=C(NCc1ccc(Cl)cc1)c1cc(-c2ccco2)on1,0,0,4,1,-0.3,0,-5,5,2,-6
CCn1cc(/C=N\NC(=O)Cc2ccc([N+](=O)[O-])cc2)c(C)n1,-16,1,0,1,-0.3,3,3,-16,-1,0
COc1ccc(Cl)cc1NS(=O)(=O)c1cccc(C(=O)NCCCN2CCCC2=O)c1,4,1,-4,-3,0.5,1,-5,11,-3,-4
O=C1c2cccc(Cl)c2C(=O)c2c1cccc2N1CCCC1,17,14,3,0,0.3,7,2,-7,0,-4
Cc1cc(Cl)ccc1NC(=O)CN1CCCC1,-2,-2,1,1,-0.4,-1,-6,2,-2,4
COc1ccc(-c2nnc(-c3ccc4ccccc4c3)o2)cc1,9,4,2,4,-2.2,1,-11,6,-9,-5
COc1ccc(NC(=O)Nc2ccccc2C(=O)N2CCCC2)cc1OC,16,4,.,1,0.4,2,-4,.,-4,-1
CCOc1cc(C(C(=O)NCC2CCCO2)N(C(=O)Cn2nnc3ccccc32)c2ccc(NC(C)=O)cc2)ccc1O (stereo not given),4,5,1,31*,0.1,-1,-8,-1,3,1
O=C(NCc1cc(C(F)(F)F)ccc1Cl)c1cccc2c1C(=O)c1ccc(Cl)cc1S2(=O)=O,4,2,-1,-5,0.2,8,5,7,32*,12
CN1CCN(c2ccccc2NC(=O)c2sc3ccccc3c2Cl)CC1,-11,-3,11,2,-19,-4,-3,2,2,7
CCOC(=O)c1ccc(NC(=O)c2nc[nH]c2C(=O)N[C@@H](CC(C)C)C(=O)OC(C)(C)C)cc1,2,3,5,0,0.4,5,2,-2,5,-13
CCNC(=O)NC(=O)C(C)OC(=O)C1CCN(S(=O)(=O)c2ccc(C)c(C)c2)CC1 (stereo not given),0,3,6,-2,0.1,1,0,9,2,-6
CN(C)S(=O)(=O)c1cccc(NC(=O)COC(=O)c2cccc(S(=O)(=O)N3CCc4ccccc4C3)c2)c1,-25,-3,6,0,0.9,8,3,5,10,3
COc1ccc(CN2CN3Cc4ccc(C)cc4C3CS2(=O)=O)cc1 (stereo not given),-6,-2,.,-16,0.1,-6,-7,.,3,0
Nc1nc(SCc2ccccc2)c2ncn(C3OC(CO)C(O)C3O)c2n1 (stereo not given),-6,-1,-20,-2,0.3,-1,1,-4,3,1
CCOC(=O)c1cnc(SCc2nc(N)nc(Nc3ccc(F)cc3)n2)nc1N,-42,0,2,-1,-0.3,3,2,7,2,-3
CCOc1ccc(C(=O)OCn2nnc3ccccc3c2=O)cc1OC,4,3,-2,2,-0.1,1,0,-1,-5,7
O=C(C1=C[C@@H](C2CC2)C[C@@H](OCc2ccc(CO)cc2)O1)N1CCN(Cc2ccc3c(c2)OCO3)CC1,-20,-1,-9,-9,-0.2,0,0,-1,-2,2
O=C(CCC(=O)NNC(=O)Nc1cccc(Cl)c1)NCc1ccccc1,-11,1,-4,5,0.3,1,-4,1,-1,3
Cc1ccnc(NC(=O)CS(=O)(=O)c2ccccc2)c1,-2,-3,0,-1,0.1,-24,-29,10,2,-5
COc1ccc(Cl)cc1S(=O)(=O)N1CCCC(C(=O)NCc2ccccc2)C1 (stereo not given),-3,2,-1,1,0.0,5,-9,12,1,-4
Cc1nc2ccccn2c1P(=O)(N1CCCCC1)N1CCCCC1,-5,-3,-7,-5,0.8,-1,4,0,-2,0
CN(C)C(=O)NCCCC#Cc1ccccc1,8,0,.,2,-0.3,-1,2,.,8,-3
CCCCn1nc(C(=O)N(C)Cc2nc3ccccc3c(=O)[nH]2)c2ccccc2c1=O,-7,0,-6,-1,-0.1,-1,1,-8,6,8
COc1cccc(C2=NOC(C(=O)Nc3ccccc3SC)C2)c1 (stereo not given),-6,-1,3,-9,-0.4,0,2,5,0,6

Carrying on:
Structure,HGIII-sPLA2 inh,UHRF1 binding,ASAP1 inh,Tn7 DDE FP,proKLK7 act,PLCg1 inh,PLCb3 inh,ARFGAP1 inhibitor,NR1D1 modulator,DDE Tn6 FP inh
COc1ccc(OC)c(CCNC(=O)c2nn(C)c3c2CS(=O)(=O)c2ccccc2-3)c1,-1,-2,2,-4,0.3,0,-2,-17,0,1
Cc1c(CCC(=O)NCCCn2ccnc2)c(=O)oc2cc3occ(C(C)(C)C)c3cc12,-18,3,2,0,-2.8,-50,-94,2,-1,-4
O=C(O)c1ccccc1NS(=O)(=O)c1ccc2c(c1)OCCO2,-9,-1,1,0,-0.1,1,-3,-11,-1,-3
O=C1c2ccc(Oc3ccc4c(c3)C(=O)N(CCCO)C4=O)cc2C(=O)N1CCCO,3,3,-7,-1,-1.4,4,-2,10,-7,8
CC(C)C(Nc1ccc(S(=O)(=O)N2CCOCC2)cc1[N+](=O)[O-])C(=O)O (stereo not given),0,-1,0,-3,0.1,1,-7,4,-4,-2
O=C(Cn1cncc1-c1ccc([N+](=O)[O-])cc1)Nc1ccccc1F,15,5,6,8,0.3,-4,-2,18,7,5
CCn1ccnc1CN(C)Cc1cn(-c2ccc(C)cc2)nc1-c1cccc(C)c1,-8,-5,-2,4,0.7,4,-1,5,-3,13
CCc1nnc(NC(=O)CSc2nnc(C3CCCCC3)n2-c2ccccc2)s1,-13,-1,12,-5,-0.5,3,3,13,-1,4
O=C(Nc1ccccc1)c1sc2cc(C(F)(F)F)cnc2c1-c1cccs1,-2,-1,3,5,-22,-22,-32,6,9,-6
Cc1ccc(N(CC(O)CN2C(=O)NC(C)(C)C2=O)S(=O)(=O)c2ccc(C)cc2)cc1 (stereo not given),-8,-2,-8,-7,0.1,1,-8,-3,-7,-1
Cc1nc2ncnn2c(C)c1CCC(=O)NCc1ccc2c(c1)OCO2,2,0,-4,-3,0.0,-1,0,-6,7,-8
O=C(CN1C(=O)c2ccccc2C1=O)Nc1sc2c(c1C(=O)NCc1ccco1)CCCC2,1,-3,-5,8,0.7,-2,-6,-1,5,-2
COC(=O)/C=c1\sc2n(c1=O)C(C)=CC(C)(C)N=2,5,1,-8,6,-0.1,-3,-2,9,4,-2

An unsorted share of the library; any-hit rate near 4.5%.
